Rtt109 HAT inh = C. albicans Rtt109 histone acetyltransferase inhibition. AID 540336. inhibition, % at 34.9 µM. purified Rtt109/Vps75, ThioGlo CoA-SH fluorescence, 4 h. 330,000 compounds, 0.16% hits. Q5AAJ8;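 active = inhibition of at least 50% in every replicate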
Target sequence (Q5AAJ8 whole entry, looked up): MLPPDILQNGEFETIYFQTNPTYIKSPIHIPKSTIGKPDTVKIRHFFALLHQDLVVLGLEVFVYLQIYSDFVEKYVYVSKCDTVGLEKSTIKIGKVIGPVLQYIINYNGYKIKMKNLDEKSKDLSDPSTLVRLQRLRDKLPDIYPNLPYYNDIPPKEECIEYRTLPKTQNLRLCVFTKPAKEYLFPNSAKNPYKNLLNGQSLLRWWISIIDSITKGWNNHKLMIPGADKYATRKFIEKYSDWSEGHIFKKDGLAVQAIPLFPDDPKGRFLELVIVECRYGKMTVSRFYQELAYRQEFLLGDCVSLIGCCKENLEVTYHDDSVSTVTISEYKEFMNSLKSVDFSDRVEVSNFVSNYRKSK
Wnt act = activates Wnt/beta-catenin signaling in a reporter cell assay. activator, plate reader. activation, % at 9.35 µM. 300,000 compounds, 1.2% hits. AID 743398; in the data active = activation above about 30%, passing the limit was not always enough;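 also: 0% = neutral control wells and 100% = positive control wells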
phage Ecoli inh = E. coli growth loss with phage present | growth absorbance | inhibition, % at 11.9 µM | 360,000 compounds, 0.26% hits; in the data active = inhibition above about 11%
DAGLB inhibitor = diacylglycerol lipase beta (human) inhibition; Q8NCG7; HEK293T DAGLB membrane lysate, EnzChek fluorogenic substrate; inhibition, % at 5.17 µM; 340,000 compounds, 0.059% hits; AID 504411; in the data active = inhibition above about 34%;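 also: 0% = enzyme with vehicle and 100% = wells lacking enzyme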
Target sequence (Q8NCG7 whole entry, looked up): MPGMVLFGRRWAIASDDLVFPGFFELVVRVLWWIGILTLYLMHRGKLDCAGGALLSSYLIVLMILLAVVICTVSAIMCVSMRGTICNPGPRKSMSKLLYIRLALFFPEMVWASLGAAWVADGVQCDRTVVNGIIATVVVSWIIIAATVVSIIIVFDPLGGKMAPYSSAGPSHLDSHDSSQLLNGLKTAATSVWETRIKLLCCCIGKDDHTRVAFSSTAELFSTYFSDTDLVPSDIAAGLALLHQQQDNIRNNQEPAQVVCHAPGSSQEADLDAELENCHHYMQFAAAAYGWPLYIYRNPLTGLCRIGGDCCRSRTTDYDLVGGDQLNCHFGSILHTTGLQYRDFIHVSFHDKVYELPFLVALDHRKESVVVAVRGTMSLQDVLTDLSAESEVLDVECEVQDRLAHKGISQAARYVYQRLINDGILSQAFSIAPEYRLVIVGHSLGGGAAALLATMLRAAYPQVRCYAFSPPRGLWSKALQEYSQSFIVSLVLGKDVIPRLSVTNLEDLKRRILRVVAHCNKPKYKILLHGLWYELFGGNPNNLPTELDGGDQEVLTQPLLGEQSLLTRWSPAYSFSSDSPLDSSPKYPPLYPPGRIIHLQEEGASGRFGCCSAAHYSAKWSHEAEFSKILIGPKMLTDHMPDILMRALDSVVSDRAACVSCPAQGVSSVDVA
CAL PDZ FP = blocks peptide binding to human CAL PDZ domain | inhibition, % at 20 µM | purified CAL PDZ, TMR-peptide fluorescence polarization, 1 h | Q9HD26 | AID 504414 | 330,000 compounds, 0.02% hits;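 active = highest replicate inhibition of at least 40%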;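 also: plate controls were DMSO neutral control wells for no effect and unlabeled competitor peptide control wells for full effect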
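System: tagged CAL PDZ domain. Schedule: 1 h room-temperature incubation prior to read. Signal: fluorescence polarization (mP). Measure: percent inhibition from loss of millipolarization.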
Tat transport = inhibitors of E. coli Tat protein transport | E. coli MC4100 TorA-mCherry Tat export, fluorescence | inhibition, % at 10 µM | 340,000 compounds, 0.036% hits | AID 488895;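 active = mean replicate inhibition at least 50% and at least half of replicates individually reaching 50%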;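 also: exported cargo escapes ClpAP degradation while cytoplasmic cargo is degraded and loses fluorescence; 0% = median of neutral control wells and 100% = median of NaSCN control wells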
AddAB inh = less growth of phage-infected E. coli with AddAB. E. coli expressing H. pylori AddAB, absorbance growth. 330,000 compounds, 0.29% hits. inhibition, % at 11.9 µM; in the data active = inhibition above about 12%;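 also: 0% = vehicle wells of infected cells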
PfHsp90 set2 = inhibits growth of yeast expressing Plasmodium falciparum Hsp90 | S. cerevisiae expressing PfHsp90, BacTiter-Glo ATP, 48 h; yeast lacking PDR1 and PDR3 efflux regulators | inhibition, % at 9.4 µM | 310,000 compounds, 0.32% hits | AID 504621;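 active = every replicate shows inhibition above about 80%, whatever the replicate mean, limit read from the data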;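 also: 0% = DMSO neutral controls and 100% = 20 µM radicicol positive controls; yeast relying on Plasmodium falciparum Hsp90 in place of its own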
Ecoli viability = bacterial growth inhibition, counter-screen for AddAB inhibitors. E. coli V3065 growth, OD600 absorbance, 18 h. inhibition, % at 11.9 µM. 330,000 compounds, 0.27% hits. AID 449728;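 active = inhibition above the campaign's mean inhibition across all tested compounds plus 3 SD, cut at about 9.9% in these data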;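 also: uninfected addAB+ strain grown without phage in ampicillin broth; 0% = DMSO wells and 100% = ciprofloxacin 0.95 µg/ml wells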
PvdQ inh = P. aeruginosa PvdQ acylase inhibition; purified PvdQ acylase, fluorescence plate reader; inhibition, % at 10 µM; 340,000 compounds, 0.063% hits; in the data active = inhibition above about 30%, passing the limit was not always enough;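 also: 0% = vehicle neutral wells and 100% = reference inhibitor wells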
Active calls of the source: *; · = not tested or not shown.

SMILES	Rtt109 HAT inh	Wnt act	phage Ecoli inh	DAGLB inhibitor	CAL PDZ FP	Tat transport	AddAB inh	PfHsp90 set2	Ecoli viability	PvdQ inh
O=C(/C=C/c1cccs1)NCc1ccccc1	-3	14	-0.5	-1	-1.2	4	0.8	·	-0.9	-13
Cc1nnc(NC(=O)CN2CCN(Cc3ccccc3Cl)CC2)s1	2	-1	2.3	-1	0.4	3	1.5	19	-2.4	-14
Cc1noc(C)c1-c1nnc(-c2ccc(OC(F)(F)F)cc2)o1	-16	-1	4.4	-3	0.2	-3	1.4	-29	1.8	-3
Cc1cc(O)c2c(c1)CC1C3CCC4CC(=O)CCC4(C)C3CC(=O)C21C (stereo not given)	-4	-9	2.1	-1	-2.3	-8	·	-29	·	-7
Cc1ccc(Cl)cc1-n1ncc2c(NNC(=O)c3ccco3)ncnc21	-8	0	0.1	3	-0.2	-3	-2.5	-10	-1.3	-6
CC(=O)c1cccc(NC(=O)CCNS(=O)(=O)c2cccc3nonc23)c1	-4	4	4.9	2	0.5	-17	13*	-7	6.5	1
CNc1ccc(S(=O)(=O)NCC(=O)OC(C)C(=O)N(C)Cc2ccccc2)cc1[N+](=O)[O-] (stereo not given)	-1	-3	1.3	1	-1.2	-2	1.3	-15	0.9	-4
COc1cccc(OCCOc2ccc(/C=C3/SC(=S)NC3=O)cc2)c1	·	-1	2.1	2	-6.6	-3	-0.8	6	-0.5	-4
COCCn1c(C)cc(C(=O)CSc2nc3nc(C)cc(C)n3n2)c1C	2	·	1.6	0	-1.1	-1	3.0	1	-0.5	16
Cc1cc(Nc2ccc3c(c2)OCCO3)c2cc(Cl)ccc2n1	13	·	1.2	-1	-1.3	-2	4.6	17	3.7	9
CC1=NN(c2ccc(C)c(C)c2)C(=O)/C1=C/c1ccc2c(c1)n(C)c(=O)n2C	-9	-1	0.6	-27	-2.5	9	2.6	17	0.6	-18
CC1CCCN(S(=O)(=O)c2ccc(-c3ccc(=O)[nH]n3)o2)C1 (stereo not given)	-10	1	0.4	-1	-2.4	0	4.5	-36	-0.3	-5
COc1cccc(C(=O)NC(=S)Nc2ccc(N3CCCC3)cc2)c1	-3	·	-2.4	4	0.5	6	-2.2	-16	-3.6	-14
Nc1nc(Cn2nnc(-c3ccccc3F)n2)nc(N2CCOCC2)n1	4	-2	0.9	-3	-1.3	2	1.4	4	-0.7	-10
CCN(CC)CCN(Cc1cc2ccc(C)cc2[nH]c1=O)C(=O)NC1CCCCC1	11	-1	1.8	1	-1.1	-4	2.9	0	-1.4	-7
O=C(O)c1ccc(N/N=C/C=C/c2ccccc2)cc1	4	-3	1.4	3	0.7	0	-0.8	-118	0.4	-3
COc1cccc(CCC(=O)N(C)C2CCCN(Cc3ccccc3F)C2)c1 (stereo not given)	12	-1	2.9	-1	-0.2	15	0.2	11	-4.0	0
COc1ccc(Cl)cc1NC(=O)CN(C)C(=O)c1cc2c(s1)CCC(C)C2 (stereo not given)	-9	1	4.0	-14	-2.6	9	0.3	33	0.8	-14
O=C(Nc1ccc(Cl)c(Cl)c1)Nc1nnc(-c2ccncc2)s1	5	·	4.0	1	-0.6	-6	5.6	-25	0.2	-7
CCOC(CCn1c(SCC(=O)Nc2cc(C)on2)nc2ccccc2c1=O)OCC	·	-2	3.2	-1	-3.9	-9	1.4	4	0.1	7
CCCCOC(=O)c1cc(=O)[nH]c(=O)[nH]1	3	-1	1.4	-2	1.1	-8	4.0	13	2.8	-6
CCOc1ncccc1C(=O)NCCN1C(=O)S/C(=C/c2cccs2)C1=O	·	2	2.5	-2	-1.9	3	1.7	-2	-3.9	10
CCn1c2ccccc2c2cc(NC(=O)c3cc(OC)c(OC)c(OC)c3)ccc21	-7	-11	3.4	-1	1.1	-2	1.6	-5	-0.1	9
CC1Cc2nc(SCC(=O)NCC3CCCO3)n(-c3ccc(F)cc3)c(=O)c2S1 (stereo not given)	-5	-2	3.8	-3	-2.6	7	3.7	-1	0.8	0
COc1cccc(NC(=O)C(=O)c2cn(CC(=O)N3CCCC3)c3ccccc23)c1	20	5	1.2	-2	-4.6	0	5.0	16	-1.9	2
FC(F)(F)c1ccc(-c2csc(-c3ccno3)n2)cc1	3	23	2.8	-9	-1.2	4	-2.8	-30	-3.8	-7
COc1ccc2sc(N(CCCN(C)C)C(=O)c3ccc(C(=O)c4ccccc4)cc3)nc2c1	16	-4	-0.8	-1	-2.5	11	0.7	7	0.2	6
CCOC(=O)C1CCN(CC(O)COCc2ccc3c(c2)OCO3)CC1 (stereo not given)	-18	-2	2.5	-1	-2.7	-11	1.7	12	0.4	-10
CCOC(=O)N1CCC(NC(=O)CCC(=O)N2CCOc3ccccc32)CC1	-17	0	1.2	0	-1.0	-9	1.0	-7	-0.1	-15
Cc1nc(Nc2ccc(C(=O)O)cc2)nc(Nc2ccc(C(=O)O)cc2)c1[N+](=O)[O-]	-5	-1	3.7	1	-1.6	3	0.2	-5	0.0	-12
Oc1c(N=NC(=S)Nc2ccccc2F)c2ccccc2n1Cc1ccccc1F	-10	·	2.4	1	-3.1	6	-3.7	-10	-4.1	-1
O=C(NC(Nc1ccccn1)C(Cl)(Cl)Cl)c1ccccc1 (stereo not given)	-5	2	3.7	0	-0.3	-4	4.7	2	0.0	-12
O=C(CCCC(=O)OCC(=O)c1ccc(Cl)cc1)NC1CCCCC1	1	1	3.6	-1	-1.5	-10	5.0	-19	-1.8	-8
CCn1cc(S(=O)(=O)CC(=O)Nc2cc(C)on2)c2ccccc21	7	·	1.9	-1	-1.7	3	5.2	-26	0.6	-6
CCS(=O)(=O)N1CCCC(C(=O)N2CCc3ccccc3C2)C1 (stereo not given)	5	·	1.1	2	0.3	-9	-1.8	-11	2.2	-5
O=c1[nH]nc(SCc2cc(Cl)ccc2Cl)c(=O)[nH]1	-3	-3	0.1	1	-1.6	-3	4.2	-1	0.9	-9
CCC(=O)NC(=S)Nc1cccc(NC(=O)c2ccccc2Cl)c1	-6	·	-1.7	-1	-1.3	9	1.1	0	0.1	-1
COc1ccc(CC(=O)OCC(=O)Nc2ccc(Cl)cc2C)cc1	-7	0	4.1	-2	-0.8	-3	-2.5	·	1.3	-1
O=C(OCC(=O)N1c2ccccc2Sc2ccccc21)c1ccc[n+]([O-])c1	16	-2	1.8	2	-1.9	1	4.1	11	0.3	5
CC(=O)Nc1ccc(C(=S)NCc2ccco2)cc1	-6	·	2.0	1	0.6	-8	0.5	8	0.1	-16
CCN(CC(=O)Nc1c(Cl)cccc1Cl)C(=O)C1CCN(c2ncnc3sc(C)c(C)c23)CC1	4	-1	3.5	2	-1.6	-1	·	0	·	-16
COc1ccc(Cl)cc1C(=O)NC1=NCCS1	0	19	3.0	1	-0.5	3	1.4	3	1.6	0
CNC(=S)N1CCC(NC(=O)C(Cc2ccc(OC)cc2)NC(C)=O)CC1 (stereo not given)	-5	0	-2.3	-2	-2.1	-1	4.3	11	-1.0	2
CC(C)NC(=O)NC(=O)COC(=O)C1(C)CC1(Cl)Cl (stereo not given)	-2	-4	2.9	-1	0.0	-1	4.2	19	1.2	-6
CCOc1ccccc1C(=O)NCc1ccco1	-3	·	1.4	1	0.7	-8	1.4	·	-1.1	-3
COC(=O)CCCC1=CC2=C(c3ccccc3)C(=O)C(C)(OC(=O)C3CCCC3)C(=O)C2=CN1Cc1ccc2c(c1)OCO2 (stereo not given)	0	-2	3.1	6	0.8	9	-0.4	-34	-2.1	4
CC(=O)N1CCN(c2ccc(NC(=O)c3cc(Cl)ccc3Cl)cc2)CC1	-14	-2	3.0	1	-1.0	-10	1.2	11	0.3	-10
CCC(=O)N1CCN(c2ccc(NC(=O)c3ccc(N4CCOCC4)c([N+](=O)[O-])c3)cc2)CC1	-3	-2	-0.6	1	-2.0	1	1.2	-2	3.5	-13
O=C(NNc1nc2c(F)cccc2s1)c1ccc(F)cc1	9	2	0.5	-1	-0.1	-6	-3.6	-32	-3.9	-4
Oc1ccccc1C=NC1CCCCC1N=Cc1ccccc1O (stereo not given)	-24	-2	5.2	-4	-1.2	-6	1.7	7	-0.2	-9
O=C(COc1ccc(-n2ccnc2)cc1)Nc1cccc(Cl)c1	-6	-2	1.1	0	-1.2	0	2.2	43	1.1	-25
COc1cccc(C(=O)Nc2ccccc2C(=O)NC2CC2)c1	3	-2	0.4	-2	-1.9	2	2.0	-22	0.6	-13
CN(C(=O)COC(=O)CNC(=O)C1CCCCC1)c1ccccc1	-15	0	1.9	-1	0.5	-4	-2.1	·	-2.3	1
CC(=O)c1ccc(Nc2ccc(-c3ccccc3C)nn2)cc1	15	39*	3.2	-3	-0.5	-4	-2.4	·	0.3	7
O=C(CCCn1c(=O)[nH]c2cc(Cl)ccc2c1=O)N1CCN(c2ccc([N+](=O)[O-])cc2)CC1	-1	10	5.0	-2	-2.4	-6	·	-18	·	-9
O=C(N/N=C1/CCCc2ccccc21)c1cc([N+](=O)[O-])cc([N+](=O)[O-])c1	·	-1	4.2	·	·	·	5.8	·	1.9	·
COc1ccc(/C=N/OCC(=O)NC(c2ccccc2)c2ccccc2)c(OC)c1	-13	-2	2.5	-3	-1.2	13	-3.4	8	0.4	-8
Cc1cc(C)n(Cc2ccccc2)c(=O)c1S(=O)(=O)c1ccccc1	-2	-1	2.5	-8	-1.1	3	1.4	2	-0.8	-4
Clc1ccc(-c2nnc(N3CCOCC3)o2)cc1	-2	4	2.4	0	0.7	4	6.6	-13	4.5	-15
Cc1cccc(C)c1NC(=O)CNC(=O)CCC(=O)N1CCOCC1	2	-2	5.6	4	1.1	3	-0.9	24	1.2	-12
Continuation.
SMILES	Rtt109 HAT inh	Wnt act	phage Ecoli inh	DAGLB inhibitor	CAL PDZ FP	Tat transport	AddAB inh	PfHsp90 set2	Ecoli viability	PvdQ inh
Cc1ccc(C2=NOC(C)(c3nnc(-c4ccncc4)o3)C2)cc1 (stereo not given)	5	-2	-0.4	-2	0.5	-3	3.9	-12	3.4	-6
CC(=O)Nc1nc2c(ccc3ccccc32)s1	11	2	3.9	-3	-1.6	-12	5.5	-14	2.1	9
CN(C)c1cccc(C(=O)OCC(=O)NC(=O)NCc2ccccc2)c1	-12	-2	1.5	1	-1.4	-11	0.6	·	-1.4	-9
N/C(Cc1cccs1)=N\OC(=O)COc1ccc(Br)cc1	7	·	0.7	-25	-2.6	7	2.5	·	-1.1	8
O=C(COC(=O)/C=C/c1ccco1)NCCN1C(=O)CSC1=O	-2	0	3.8	-3	2.0	-15	·	3	·	6
O=C(C[n+]1cc(Br)cc2ccccc21)c1ccccc1	2	-1	5.4	-5	0.2	-5	5.3	22	3.6	-12

Arranged by the number under DAGLB inhibitor (rising): 3 from the list above
SMILES | Rtt109 HAT inh | Wnt act | phage Ecoli inh | DAGLB inhibitor | CAL PDZ FP | Tat transport | AddAB inh | PfHsp90 set2 | PvdQ inh
O=C(COC(=O)/C=C/c1ccco1)NCCN1C(=O)CSC1=O | -2 | 0 | 3.8 | -3 | 2.0 | -15 | · | 3 | 6
COc1cccc(CCC(=O)N(C)C2CCCN(Cc3ccccc3F)C2)c1 (stereo not given) | 12 | -1 | 2.9 | -1 | -0.2 | 15 | 0.2 | 11 | 0
O=C(O)c1ccc(N/N=C/C=C/c2ccccc2)cc1 | 4 | -3 | 1.4 | 3 | 0.7 | 0 | -0.8 | -118 | -3

Source: PubChem
